RGS4 act: RGS4 potentiation or activation; B-score at 10 µM; HEK293 M3R/inducible RGS4, carbachol calcium flux Fluo4; stronger effect = lower value; 310,000 tested, 0.92% active;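 active = B-score of the integrated calcium signal more than 4 SD below the library mean, with starting fluorescence not abnormally high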;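 note: negative B-score means reduced calcium response which marks RGS4 activation or potentiation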
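System – HEK293 FlpIn-TREx cells, stable M3R, doxycycline-inducible RGS4 · Reagent – ECmax carbachol challenge · Times – compound preincubation 20 min at room temperature before agonist · Technique – Fluo4 fluorescence kinetic imaging of calcium · Measure – B score of integrated Fluo4 ratio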
TRPC6 activator: activators of mouse TRPC6 channel; Q61143; HEK293-TRPC6 membrane potential dye fluorescence; stronger effect = higher value; B-score at 10 µM; 310,000 tested, 0.13% active;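 active = B-score of the integrated fluorescence ratio above library mean plus 3 SD, and starting fluorescence ratio within library mean plus 5 SD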;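 note: higher score means more depolarization so channel activation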
Target sequence (Q61143 whole entry, looked up): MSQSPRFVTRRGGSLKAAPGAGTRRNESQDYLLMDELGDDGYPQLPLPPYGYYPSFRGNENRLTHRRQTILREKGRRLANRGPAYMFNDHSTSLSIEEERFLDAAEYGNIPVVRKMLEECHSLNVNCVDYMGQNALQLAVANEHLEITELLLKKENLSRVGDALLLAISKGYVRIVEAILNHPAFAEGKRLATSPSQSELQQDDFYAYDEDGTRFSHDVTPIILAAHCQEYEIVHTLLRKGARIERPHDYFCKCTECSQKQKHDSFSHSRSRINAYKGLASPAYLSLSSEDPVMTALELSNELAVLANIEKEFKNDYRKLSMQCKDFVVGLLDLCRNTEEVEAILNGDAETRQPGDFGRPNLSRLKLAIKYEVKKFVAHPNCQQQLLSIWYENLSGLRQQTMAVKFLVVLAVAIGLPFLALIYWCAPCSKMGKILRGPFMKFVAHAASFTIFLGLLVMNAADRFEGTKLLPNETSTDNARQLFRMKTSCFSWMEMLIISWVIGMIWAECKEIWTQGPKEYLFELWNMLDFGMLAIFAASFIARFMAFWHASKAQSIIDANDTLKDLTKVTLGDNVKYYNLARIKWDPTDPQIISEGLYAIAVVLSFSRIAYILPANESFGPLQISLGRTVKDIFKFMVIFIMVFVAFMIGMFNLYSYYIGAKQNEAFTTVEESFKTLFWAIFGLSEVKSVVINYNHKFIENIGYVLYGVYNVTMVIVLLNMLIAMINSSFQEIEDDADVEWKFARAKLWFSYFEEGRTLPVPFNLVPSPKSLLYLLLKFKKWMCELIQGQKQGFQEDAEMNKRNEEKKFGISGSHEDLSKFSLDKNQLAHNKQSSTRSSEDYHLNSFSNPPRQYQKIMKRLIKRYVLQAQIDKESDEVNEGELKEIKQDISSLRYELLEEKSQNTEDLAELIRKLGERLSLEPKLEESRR
MrgX1 PAM: human MrgX1 positive allosteric modulation, primary screen | AID 588675 | 310,000 tested, 0.63% active | Q96LB2 | B-score at 10 µM | MrgX1-HEK293, Fluo-4 calcium flux, FDSS; stronger effect = higher value;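 active = plate-corrected calcium response at least 3 library SD above typical, normal starting fluorescence, not activating the receptor alone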;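 note: compound read alongside a low EC10 to EC30 dose of BAM8-22 agonist; peak minus trough fluorescence over baseline measured at the second addition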
RGS4 block: human RGS4 inhibition | P49798 | HEK293 M3R/RGS4 inducible, Fluo-4 calcium flux; stronger effect = higher value; triggered by carbachol at its EC20 | B-score at 10 µM | 310,000 tested, 0.45% active | AID 463165;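 active = B-score, a plate-corrected calcium signal, over three deviations above library mean, with baseline fluorescence within five deviations of library mean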;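 note: RGS4 expression induced by doxycycline in cells with stable M3 receptor; B-score is computed from the integrated fluorescence ratio over baseline after carbachol; higher B-score means a larger calcium signal and so more RGS4 inhibition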
Target sequence (P49798 whole entry, looked up): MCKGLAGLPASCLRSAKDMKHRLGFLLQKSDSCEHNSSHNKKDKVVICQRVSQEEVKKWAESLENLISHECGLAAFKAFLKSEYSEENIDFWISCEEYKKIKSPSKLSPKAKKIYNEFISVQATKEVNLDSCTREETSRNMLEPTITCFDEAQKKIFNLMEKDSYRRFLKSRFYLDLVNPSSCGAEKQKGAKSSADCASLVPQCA
TRPC6 inhibitor: blocks the mouse TRPC6 cation channel. Q61143. HEK293-TRPC6, membrane potential dye, ACh-evoked depolarization; stronger effect = lower value. B-score at 10 µM. 310,000 tested, 1.1% active. AID 2553;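 active = B-score under library mean minus 3 SD, initial fluorescence not abnormally high, positive integrated signal ratio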;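 note: B-score derived from integrated fluorescence ratio over the kinetic read; more negative B-score means stronger inhibition of depolarization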
TMEM16A inh: inhibitors of mouse TMEM16A calcium-activated chloride channel. HEK293 TMEM16A/YFP iodide influx fluorescence, ionomycin. 310,000 tested, 1.2% active. normalized B-score (activity score, 25-100; higher = stronger inhibition) at 10 µM;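 active = ratio plate-corrected score three or more library SD toward inhibition, starting fluorescence score within five deviations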;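 note: score derived from kinetic fluorescence span divided by baseline fluorescence per well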
ANO1 activ: activators or potentiators of mouse TMEM16A chloride channel. B-score at 10 µM. Q8BHY3. HEK293 TMEM16A/YFP-H148Q/I152L, iodide quench fluorescence; stronger effect = lower value. 340,000 tested, 0.3% active;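 active = fluorescence-ratio B-score plate-corrected deviation score at least 3 library SD below zero, with starting fluorescence score within 5 deviations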;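 note: channel opened by trigger with iodide after compound preincubation; score built on the fluorescence ratio of max minus min over baseline; more negative score means more quench and so TMEM16A activation or potentiation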
SKKanGAS inh: inhibitors of SKKanGAS S. pyogenes growth in kanamycin (SK-promoter or general growth effect); 300,000 tested, 1.3% active; BacTiter-Glo, 6 h; inhibition, % at 7.5 µM;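 active = mean replicate score, as percent of positive control median, at least 50; inconclusive = mean below 50 but one replicate at or above 50; inactive = mean and every replicate below 50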;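 note: strain carries kanamycin resistance gene driven by streptokinase promoter and grows in 40 µg/ml kanamycin; loss of luminescence reflects streptokinase promoter inhibition or plain growth inhibition; 0% = median of DMSO wells and 100% = positive control at its reference dose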
HDAC3 inh: human HDAC3 inhibition. 320,000 tested, 0.15% active. inhibition, % at 8.3 µM. recombinant HDAC3, fluorogenic peptide/trypsin coupled, fluorescence. AID 2718. O15379; in the data active = inhibition above about 26%, passing the limit was not always enough; inconclusive = no clear call, values can overlap the other calls
MrgX1 ag: activates human MrgX1 receptor signaling; Q96LB2; MrgX1-HEK293 cells, Fluo-4 calcium fluorescence, agonist mode; stronger effect = higher value; B-score at 10 µM; 310,000 tested, 0.44% active; AID 588627;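 active = calcium response B-score plate-corrected fluorescence ratio at least 3 library SD, with starting fluorescence B-score inside 5 SD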
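Test system: HEK293 cells stably expressing human MrgX1 receptor; amount: 15,000 cells per well; doses: compound delivered in addition one of three; times: overnight plating before 1 h dye loading; detection: Fluo-4 NW calcium-flux fluorescence, kinetic read; read-out basis: B-scored fluorescence response ratio; controls: positive and negative controls per plate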
MrgX1 antag: human MrgX1 receptor antagonism, primary screen | Q96LB2 | MRGX1-HEK293 calcium flux, Fluo-4, BAM8-22 antagonism; stronger effect = lower value | B-score at 10 µM | 310,000 tested, 1.3% active | AID 588676;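 active = calcium-response B-score plate-corrected more than 3 library SD below zero, starting fluorescence within 5 deviations, no agonist response on first addition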;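 note: peak minus trough fluorescence over baseline after final BAM8-22 challenge near maximal dose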
Starred values were filed as active, the others as inactive; i = inactive; ? = inconclusive; / = no result given. Compounds were not picked by outcome, and some 6.7% of all compounds hit somewhere here.

Every second line gives: RGS4 act, TRPC6 activator, MrgX1 PAM, RGS4 block, TRPC6 inhibitor, TMEM16A inh, ANO1 activ, SKKanGAS inh, HDAC3 inh, MrgX1 ag, MrgX1 antag
1: Nc1nonc1-n1nnc(C(=O)N/N=C/c2ccc(OCc3ccccc3)cc2)c1CNc1ccccc1
  i, i, i, i, i, i, i, 5, 5, i, i
2: CCOCCCNC(=S)Nc1ccc2nc(N3CCN(CC)CC3)cc(C)c2c1
  i, i, i, i, i, i, i, -2, -7, i, i
3: CCS(=O)(=O)N1CCN(S(=O)(=O)c2ccc3ccccc3c2)CC1
  i, i, i, i, i, i, i, 0, -3, i, i
4: O=C(NC(Nc1nc2ccc([N+](=O)[O-])cc2s1)(C(F)(F)F)C(F)(F)F)c1ccccc1Cl
  i, 14*, i, i, -6.9*, 100*, i, 23, -4, i, -5.5*
5: CC(C)OCCCNC(=S)N1CCC(C(=O)c2ccc3c(c2)OCCO3)CC1
  i, i, i, i, i, i, i, 5, 5, i, i
6: CN1CCN(Cc2cccc(Oc3ccccc3)c2)CC1
  i, i, i, i, i, i, i, 8, -2, i, i
7: O=C1/C(=C/c2cccs2)COc2ccccc21
  i, i, i, i, i, i, i, 6, /, i, i
8: CCN(Cc1ccncc1)Cc1ccc(OC)cc1OC
  i, i, i, i, i, i, i, -10, -8, i, i
9: S=c1nc(COc2ccccc2)[nH]c2ccccc12
  i, i, i, i, i, i, i, 13, -5, i, i
10: COC(=O)CN1C(=O)C(C)=C(c2ccc(C)cc2)S1(=O)=O
  i, i, i, i, i, i, i, 4, -2, i, i
11: O=C(NCC1CCCO1)c1cccc(NC(=O)c2ccc(Br)cc2)c1 (centres undefined)
  i, i, i, i, i, i, i, -12, 9, i, i
12: CCOc1ccc(S(=O)(=O)Nc2cc(Cl)ccc2O)cc1
  i, i, i, i, -5.3*, 100*, i, 0, 5, i, -4.6*
13: N#C/C(=C/c1ccc(OCc2ccc(C(=O)O)cc2)c(Br)c1)c1cccc(F)c1
  i, i, i, i, i, i, i, 15, 0, i, i
14: CCOc1ccccc1N1CN(C2CCCCC2)CNC1=S
  i, i, i, i, i, i, i, 7, -2, i, i
15: COc1cc(/C=C/c2nnc3c4ccccc4ncn23)cc(OC)c1OC
  i, i, i, i, i, i, i, 1, -2, i, i
16: COc1cc(OC)cc(C(=O)Nc2nc(CC(=O)NCc3ccccc3OC)cs2)c1
  i, i, i, i, i, i, i, 62*, -3, i, i
17: Cc1cc(C)n(CC(O)COc2ccccc2)n1 (centres undefined)
  i, i, i, i, i, i, i, -5, -3, i, i
18: CCC1CCCCN1CCN1C(=O)C2C(C(=O)Nc3cccc(OC)c3)C3C=CC2(O3)C1C(=O)NC1CCCCC1 (centres undefined)
  i, i, i, i, i, i, i, -7, -2, i, i
19: C/C(=C\c1ccccc1)C(=O)Nc1ccc(Cl)cn1
  i, i, i, i, i, i, i, -3, 2, i, i
20: Cc1ccccc1-c1nc(CN2CCC(C(=O)NCCCN3CC(C)CC(C)C3)CC2)c(C)o1 (centres undefined)
  i, i, i, i, i, i, i, -4, -1, i, i
21: CC1Cc2ccccc2N1C(=O)CCn1c(=O)sc2ccccc21 (centres undefined)
  i, i, i, i, i, i, i, -3, /, i, i
22: CC(=O)Nn1c(COc2ccccc2C)nc2ccccc2c1=O
  i, i, i, i, i, i, i, -4, 2, i, i
23: CC1C(=O)N2CCCc3cc(NC(=O)C(=O)NCc4cccnc4)cc1c32 (centres undefined)
  i, i, i, i, i, i, i, -1, 3, i, i
24: CC(=O)Oc1ccccc1C1=NN(C(=O)/C=C/c2ccccc2)C(c2ccccc2)C1 (centres undefined)
  i, i, i, i, i, i, i, ?, /, i, i
25: COc1ccc(C(=O)COC(=O)COc2cccc3c2OC(C)(C)C3)c(OC)c1
  i, i, i, i, i, i, i, -8, 7, i, i
26: Nc1nc(N2CCN(C(=O)c3ccco3)CC2)nc2ccc(Br)cc12
  i, i, i, i, i, i, i, 23, 8, i, i
27: NC(=O)COc1cccc(/C=N/NC(=O)c2ccc(-n3cccc3)cc2)c1
  i, i, i, i, i, i, i, -12, 2, i, i
28: COc1ccc(CCNc2ccc(C(CC(N)=O)NC(=O)c3ccccc3)cc2[N+](=O)[O-])cc1 (centres undefined)
  i, i, i, i, i, i, i, 3, 4, i, i
29: COc1ccc(N2CC(NS(=O)(=O)c3cccnc3)CC2=O)cc1OC (centres undefined)
  i, i, i, i, i, i, i, 5, 3, i, i
30: COc1ccccc1C1(O)CC2CCC(C1)N2S(=O)(=O)c1ccc(C(C)=O)cc1 (centres undefined)
  i, i, i, i, i, i, i, -3, 0, i, i
31: CCCC12CN3CC(C)(CN(C1)C3c1ccc3c(c1)OCO3)C2=O (centres undefined)
  i, i, i, i, i, i, i, 6, 2, i, i
32: Cc1ccc(C(=O)NNc2ncnc3c2cnn3C)cc1
  i, i, i, i, i, i, i, 3, 1, i, i
33: Cc1ccc(S(=O)(=O)N2CCCC(C(=O)O)C2)s1 (centres undefined)
  i, i, i, i, i, i, i, -1, 4, i, i
34: NS(=O)(=O)c1ccc(CCNC(=O)CCc2ccccc2)cc1
  i, i, i, i, i, i, i, -2, 3, i, i
35: Cn1c(CNC(=O)C(Cc2ccccc2)NC(=O)c2ccccc2F)cc(=O)n(C)c1=O (centres undefined)
  i, i, i, i, i, i, i, -1, -1, i, i
36: Oc1ccccc1-c1cc(-c2ccc(F)cc2)n[nH]1
  i, i, i, i, i, i, i, 1, 9, i, i
37: CC(c1ccccc1)N1C(=O)NC(NC(=O)C(C)(C)C)(C(F)(F)F)C1=O (centres undefined)
  i, i, i, i, i, i, i, -23, -3, i, i
38: CC1=C([N+](=O)[O-])C(c2ccc(Cl)cc2)NC(=O)N1 (centres undefined)
  i, i, i, i, i, i, i, 11, 0, i, i
39: Cn1cc(CCNC(=O)CCc2nnc(CCCCc3ccccc3)o2)cn1
  i, i, i, i, i, i, i, 2, 6, i, i
40: COc1ccc(-c2ccc3c(N)c(C(=O)NC(C)C)sc3n2)cc1OC
  i, i, i, i, i, i, i, -5, 10, i, i
41: C=CCNc1nnc(SCC(=O)N2CCCCC2)c2ccccc12
  i, i, i, i, i, i, i, 3, 2, i, i
42: Nc1[nH]nc2nc(-c3ccccc3)[nH]c(=O)c12
  i, i, i, i, i, i, i, 2, 1, i, i
43: Cc1ccc(OCCCC(=O)Nc2ccc(Br)cc2)cc1
  i, i, i, i, i, i, i, -4, 8, i, i
44: Cc1ccc(CSc2nnc(NC(=O)C3COc4ccccc4O3)s2)cc1 (centres undefined)
  i, i, i, i, i, i, i, 45, -3, i, i
45: CCOC(=O)c1c(C)n(-c2ccc(C)cc2)c2ccc(OCC(O)CNCCCO)cc12 (centres undefined)
  i, i, i, i, i, i, i, 11, 0, i, i
46: C=CCNCC(O)COc1ccc(C(C)=O)cc1OC (centres undefined)
  i, i, i, i, i, i, i, 3, -5, i, i
47: CCOc1ccc(Nc2cc(C)c3ccccc3n2)cc1
  i, i, i, i, i, i, /, -1, -10, i, i
48: O=C(N=Nc1c(O)[nH]c2ccccc12)c1ccc(CN2CCOCC2)cc1
  i, i, i, i, i, i, i, -14, 10, i, i
49: CC(C)(C)c1ccc(C(=O)Nc2cccc3c(=O)[nH][nH]c(=O)c23)cc1
  i, i, i, i, i, i, i, 10, -4, i, i
50: CC12C(=O)N(NC(=O)c3ccncc3)C(=O)C1C1C=CC2C1 (centres undefined)
  i, i, i, i, i, i, i, -10, -1, i, i
51: CCCOc1ccc(C2C3=C(CCCC3=O)N(CC(=O)O)C3=C2C(=O)CCC3)cc1OCC
  i, i, i, i, i, i, i, -1, -4, i, i
52: OC(COc1ccc(OCc2ccccc2)cc1)CN1CCOCC1 (centres undefined)
  i, i, i, i, i, i, i, -7, 0, i, i
53: Cc1ccc2nc(N3CCC(C(=O)NC4CCCCC4)CC3)sc2c1
  i, i, i, i, i, i, i, 1, 0, i, i
54: Cc1cc(C)c(-c2c(O)c3c(n(C)c2=O)CC(C)(C)CC3=O)c(C)c1
  i, i, i, i, i, i, i, -4, 2, i, i
55: O=C(NCCc1cccc(F)c1)/C(=C/c1cccnc1)NC(=O)c1ccccc1
  i, i, i, i, i, i, i, -4, 1, i, i
56: C#CCOCCOCCOCCNc1nc(N2CCOCC2)nc(N2CCN(C(=O)CCCCCCCCCCNC(=O)[C@@H]([C@H](C)O)n3cc(C)nn3)CC2)n1
  /, /, i, /, /, i, i, /, 3, i, i
57: O=C(Nc1ccc2nc(-c3cccnc3)[nH]c2c1)c1ccco1
  i, i, i, i, i, i, i, -1, -3, i, i
58: COc1ccccc1OCC(=O)NCCCn1ccnc1
  i, i, i, i, i, i, i, 0, ?, i, i
59: CN1CCN(C(=O)CCN2C(=O)S/C(=C/c3ccc(Cl)cc3)C2=O)CC1
  i, i, i, i, i, i, i, /, -4, i, i
60: COC(=O)C1=C(C)N(C)C(=O)/C1=C\c1cccs1
  i, i, i, i, i, i, i, -4, 8, i, i

Later entries:
Every second line gives: RGS4 act, TRPC6 activator, MrgX1 PAM, RGS4 block, TRPC6 inhibitor, TMEM16A inh, ANO1 activ, SKKanGAS inh, HDAC3 inh, MrgX1 ag, MrgX1 antag
61: COc1ccc(Nc2nnc(SCc3cc([N+](=O)[O-])cc4c3OCOC4)s2)cc1
  i, i, i, i, i, i, i, -11, 0, i, -4.6*
62: CCC(C)c1ccc(Nc2ncccc2C#N)cc1 (centres undefined)
  i, i, i, i, i, i, i, 7, 5, i, i
63: CCCCCCCCCSc1n[nH]c(N)n1
  i, i, i, i, i, i, i, 3, -3, i, i
64: CCOC(=O)c1c(C)[nH]c(C(=O)CN2C(=O)NC(C)(c3ccc(C)cc3)C2=O)c1C (centres undefined)
  i, i, i, i, i, i, i, 4, 16, i, i
65: CCCNc1nc(C)cc(-c2cc(C(=O)NC3CCCC3)on2)n1
  i, i, i, i, i, i, i, -5, -4, i, i
66: Cc1nc([N+](=O)[O-])cn1CC(=O)c1ccccc1
  i, i, i, i, i, i, i, 0, -5, i, i
